From PubChem BioAssay
S3 lipid droplet: qHTS Assay for Lipid Storage Modulators in Drosophila S3 Cells. Drosophila S3 cells, BODIPY lipid droplet fluorescence, 18-24 h; cells fed with added oleic acid. lipid storage change, negative = inhibition, % at the top dose, mostly 46.1 µM; hits show Potency in µM. 0.64% of 320,000 active; active = well fitted inhibition curve with a large enough effect in the signal ratio, with a control signal flat, not every such curve was filed as active; inconclusive = small, poorly fitted or top-dose-only effect, or effect the other way, or a change in a side signal; the % refers to the signal ratio
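Drosophila S3 cells loaded with oleic acid (400 uM, as added) and compounds at several concentrations; lipid droplets imaged by 488-nm laser-scanning cytometry, 500–530 nm intensity and object ratio to cell channel. Percent activity normalized to 20 uM Triacsin C.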
S3 lipid droplet cell count max: second read-out of S3 lipid droplet, no call of its own (marks repeat the call); cell number change, %; measured here: cell count max response;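 cells counted by Cell Tracker Red CMTPX staining in the red channel; peak over a dose series mostly up to 46.1 µM; percent activity relative to internal control wells on each plate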
Active calls of the source: *; i = inactive; ? = inconclusive; · = no result given; [ ] = remark or other dose. % is set by controls: 0 for no effect and ±100 for the full control effect; potency is the fitted concentration of half-maximal effect.

SMILES	S3 lipid droplet	S3 lipid droplet cell count max
CC(C)c1ccc(NC(=S)NN(c2ccccc2)c2ccccc2)cc1	11%	12
COc1cccc(OC)c1C(=O)Nc1ccccc1C(=O)N1CCOCC1	16%	-5
CCOc1ccc(Br)cc1S(=O)(=O)NC(=O)c1ccccc1	8%	-4
CCOc1ccc(OCC(=O)OCn2c(SC)nnc(C)c2=O)cc1	3%	4
COc1ccc(NC(=O)CC(C)NCCCN2CCCC2=O)cc1 (stereo not drawn)	18%	-8
CC1CCc2nc3ccc(S(=O)(=O)N4CCC(C(=O)O)CC4)cc3c(C(=O)O)c2C1 (stereo not drawn)	23%	21
O=C1C2C3C=CC(CC3)C2C(=O)N1/N=C/c1c[nH]c2ccccc12 (stereo not drawn)	?	·
COCCNC(=O)CCc1c(C)nc2c(c(C)nn2-c2ccc(C)cc2)c1C	-15%	-2
Cc1ccc(C(=O)NC(=S)NNC(=O)c2ccccc2[N+](=O)[O-])cc1	7%	4
CC(C)C(=O)N1CCN(c2nc(-c3ccccc3)c3c(c2C#N)CCCC3)CC1	?	·
CS(=O)(=O)Oc1ccc(/C=C2\C(=N)N3N=C(CC(=O)N4CCOCC4)SC3=NC2=O)cc1Cl	i	6
CN1/C(=C\C=Nc2ccc3ccccc3c2)C(C)(C)c2ccccc21	-23%	7
COc1ccc(Cl)cc1Nc1cc(C)nc2nc(C)nn12	?	·
O=C(/C=C\c1ccco1)Nc1ccc(N2CCN(C(=O)c3ccccc3)CC2)cc1	?	·
O=C(COc1cccc2ccccc12)N/N=C/c1ccc(Sc2nc3ccccc3s2)o1	?	·
O=C(N/C(=C/c1ccc(F)cc1)C(=O)N1CCCC1)c1ccccc1	15%	-23
Cc1cc([N+](=O)[O-])nn1CCCC(=O)Nc1cccnc1Cl	-9%	11
Cc1c(C(=O)Nc2nccs2)sc2nc(-c3cccs3)cc(C(F)(F)F)c12	?	·
CC#CC(=O)N1CCC(CCc2ccccc2)(C(=O)OCC)CC1	3%	11
CCOC(=O)[C@H]1[C@H]2COc3ccc(Cl)cc3[C@@H]2N2C(=O)CN(Cc3ccccc3)C(=O)[C@@]12C	11%	-2
Fc1cccc(CNCc2ccc3c(c2)OCO3)c1	-24%	11
O=c1c2ccccc2nc(/C=C/c2ccccc2)n1CCCO	?	·
CCNC(=O)Nc1ccccc1C(=O)OC	?	·
NNC(=O)CCN1CCN(Cc2ccccc2)CC1	-11%	16
O=C(CN1CCOCC1)NNC(=S)Nc1ccc(Cl)cc1	?	·
Cc1cc(=O)oc(C)c1C(=O)NC1CC(C)(C)NC(C)(C)C1	-2%	2
COCCn1c(-c2ccc(Cl)cc2)cnc1SCC(=O)NCCc1ccc(OC)c(OC)c1	?	·
CCc1cc(-c2n[nH]c(=S)n2N)n(C)n1	8%	2
O=C(CC(c1ccc(F)cc1)c1ccco1)Nc1nccs1 (stereo not drawn)	11%	3
CC(=O)C1=C(O)CCCC1=NCc1nc2ccccc2[nH]1	3%	-5
COc1ccc(/C(C)=N/NC(=O)CNC(=O)c2cccnc2)cc1OC	24%	9
CCc1ccc(-n2c(=S)sc3c(=O)n(-c4ccccc4C)c(SCC(=O)O)nc32)cc1	?	·
Cc1ccc(S(=O)(=O)N2CCN=C2SCc2ccccc2)cc1	?	·
O=C(Nc1c2c(nn1-c1ccc([N+](=O)[O-])cc1)CS(=O)(=O)C2)c1ccccc1F	i	-7
COc1cccc(-c2nnn(CC(=O)Nc3cc(OC)c(NC(=O)c4ccco4)cc3OC)n2)c1	?	·
CC/C(=N\NC(=O)c1nnn(-c2nonc2N)c1-c1cccs1)c1ccccc1	?	·
Cc1cccc(NC(=O)CCCCCN2C(=O)c3ccccc3C2=O)n1	?	·
CCCCN(C(=O)c1cccc(S(=O)(=O)N2CCN(C)CC2)c1)c1c(N)n(CC(C)C)c(=O)[nH]c1=O	?	·
Nc1nnc(SCC(=O)NCCNC(=O)CSc2nnc(N)s2)s1	-2%	8
CC[C@@]12C(=O)N(c3cccc(Br)c3)C(=O)N1[C@H](c1ccc(Cl)cc1)[C@@H]1C(=O)N(C3CCCCC3)C(=O)[C@@H]12	?	·
COC(=O)c1ccc(NC(=O)C2C3C=CC(O3)C2C(=O)O)cc1 (stereo not drawn)	?	·
Nc1nc(NC(=O)c2cccs2)nn1-c1ccccc1	-3%	4
Cc1cc(NC(=O)c2ccccc2)n(-c2ccccc2)n1	8%	5
CCOc1ccc(OCCCC(=O)ON=C(N)c2ccccc2Cl)cc1	11%	2
CN(C)S(=O)(=O)N1CCN(S(=O)(=O)c2ccccc2)CC1	-16%	3
CCOC(=O)Cc1cc(=O)[nH]c(/N=C(\N)Nc2ccc(C)c(C)c2)n1	-4%	·
CCn1c(SCC(=O)Nc2cccc(C)c2)nc2nc3c(cc2c1=O)COC(C)(C)C3	0%	1
C/C(=N\Nc1cccc2cccnc12)c1ccccc1O	?	·
O=C(O)CCNC(=O)/C(=C/C=C/c1ccccc1)NC(=O)c1ccccc1	?	·
Cc1ccc(S(=O)(=O)N2C(=O)CCC2C(=O)N2CCCCC2)cc1 (stereo not drawn)	i	13

3 compounds already listed, sorted by their value in S3 lipid droplet cell count max, ascending:
smiles	S3 lipid droplet cell count max
O=C(Nc1c2c(nn1-c1ccc([N+](=O)[O-])cc1)CS(=O)(=O)C2)c1ccccc1F	-7
COc1cccc(OC)c1C(=O)Nc1ccccc1C(=O)N1CCOCC1	-5
Cc1ccc(S(=O)(=O)N2C(=O)CCC2C(=O)N2CCCCC2)cc1 (stereo not drawn)	13

More compounds follow.
SMILES	S3 lipid droplet	S3 lipid droplet cell count max
CCCC(=O)Nc1ccc(C#Cc2ccccc2)cc1	11%	-8
COc1ccccc1-n1c(SCC(=O)N(C)C2CCS(=O)(=O)C2)nc2ccccc2c1=O (stereo not drawn)	?	·
Cc1ccc(CC(=O)NCC(C)C)cc1	-8%	-3
O=C(NCc1ccco1)c1ccc2c(=O)n(-c3ccccc3)c(=S)[nH]c2c1	?	·
CCCn1nnc(NC(=O)c2sc3ccccc3c2Cl)n1	?	·
O=C(Nc1cccc(-c2nn[nH]n2)c1)c1ccc(Cl)s1	?	·
CCCCn1c(N)c(N(CCOC)C(=O)COC(=O)COc2cccc(C(C)=O)c2)c(=O)[nH]c1=O	?	·
Cc1ccc(C(=O)Nc2ccc(N3CCOCC3)c3nonc23)cc1[N+](=O)[O-]	?	·
CCOC(=O)c1c(C)oc2c1c(C=NC1CCS(=O)(=O)C1)c(O)c1ccccc12 (stereo not drawn)	4%	4
O=C(NCCN1CCCC1)C1CC(=O)N(C2CCCCC2)C1 (stereo not drawn)	-6%	·
C=C1c2ccccc2S(=O)(=O)N(Cc2ccccc2)C1COCc1ccccc1 (stereo not drawn)	12%	0
CCCc1nnc(SCC(=O)N2CCCC(C)C2)n1CCCOC (stereo not drawn)	?	·
CC(C)N(Cc1cc2ccccc2[nH]c1=O)C(=O)c1cccc([N+](=O)[O-])c1	?	·
O=C(Nc1ccc2c(c1)OCCO2)C1CCCN1C(=O)Nc1ccccc1 (stereo not drawn)	i	14
COc1ccc(CC(=O)Nc2cc(C)ccn2)cc1	i	-10
Cc1ccccc1/C=N/NC(=O)Cc1ccc(Cl)cc1	?	·
CCS(=O)(=O)N1CCC(C(=O)NCCc2ccccc2)CC1	i	6
COc1nc2ccccc2nc1N1CCN(Cc2ccc3c(c2)OCO3)CC1	?	·
CCC(=O)N1N=C(c2ccc(NS(C)(=O)=O)cc2)CC1c1ccc(C)cc1 (stereo not drawn)	?	·
Cc1ccc(NC(=O)Cn2cc(S(=O)(=O)c3ccc(C)cc3)c(=O)c3cc(F)ccc32)cc1	?	·
NC(=O)C1CCCN(C(=O)c2ccc(-c3cccc(Cl)c3Cl)o2)C1 (stereo not drawn)	?	·
Cc1nc(-c2ccccc2)nc2[nH]c(-c3ccccc3)cc(=O)c12	i	·
O=C(N1CCN(c2ccccc2F)CC1)C1(c2cccs2)CCOCC1	-2%	3
C/C(=N\NC(=O)c1cccc(S(=O)(=O)N2CCCC2)c1)c1cccs1	?	·
NC(=O)c1cccc([N+](=O)[O-])c1	?	·
CC(C)CCNc1nc2ccccc2nc1NS(=O)(=O)c1cccs1	21%	21
O=C(CN1C(=O)C2C3C=CC(C3)C2C1=O)Nc1ccc2nccnc2c1 (stereo not drawn)	1%[9.22 µM]	·
C/C(=C\c1ccccc1)C(=O)NC1CCSC1=O (stereo not drawn)	-1%	1
CSc1ccc(C(=O)NCC(=O)O)cc1[N+](=O)[O-]	-1%	5
O=C(c1ccccc1F)N1CCN(c2ccc([N+](=O)[O-])c(NCc3cccnc3)c2)CC1	-8%	6
CCOc1cc(C=O)cc(Cl)c1OCC(N)=O	11%	·
CCOc1ccc(S(=O)(=O)NC2=NCCCCC2)cc1	i	2
CN1CCN(CCCNC(=O)c2cn(C)c3ccc(S(=O)(=O)N(C)C)cc3c2=O)CC1	?	·
CCOc1ccc(NC(=O)Nc2ccon2)cc1	-6%	-16
Cc1cc(C(=O)NCc2ccco2)on1	?	·
COc1ccc(NC2(c3ccc(Cl)cc3)C(=O)c3ccccc3C2=O)cc1	?	·
CCOC(=O)c1cc(C#N)c(Oc2cccc(C(F)(F)F)c2)nc1-c1ccccc1	?	·
Cc1ccc(C)c(C(=O)CSc2nnc(C)s2)c1	i	·
COc1ccc(C=C2C(=O)OC(C)(C)OC2=O)cc1OC	-13%	5
O=C(c1ccc(F)cc1)n1cc(C(=S)N2CCOCC2)c2ccccc21	-18%	16
Cc1ccc(CNC(=O)CN2C(=O)COc3ccc(S(=O)(=O)N4CCCCC4)cc32)o1	i	3
CCN(CC(=O)NCc1ccco1)S(=O)(=O)c1ccc(OC)cc1	21%	·
O=C(NC1CCCC1)c1cc(-c2ccc(Cl)cc2Cl)on1	?	·
O=C(O)c1cccc(N/N=C/C2=C(Cl)c3cc(Cl)ccc3SC2)c1	13%	3
CCS(=O)(=O)N1CCCC(C(=O)NCc2ccc(C)cc2)C1 (stereo not drawn)	-25%	·
Cc1ccc2[nH]c3c(c2c1)CN(C)CC3	-4%	6
Cc1nnc(NC(=O)C2COc3ccccc3O2)s1 (stereo not drawn)	16%	5
CC(C)(C)c1ccc(C(=O)N2CCN(S(=O)(=O)c3ccc(Br)s3)CC2)cc1	?	·
CCCCC(=O)Nc1ccc(C(=O)NCCN2CCOCC2)cc1	?	·
CN(C)C(=O)COc1ccc(C(=O)/C=C/c2cccnc2)cc1	?	·

The listing continues.
SMILES	S3 lipid droplet	S3 lipid droplet cell count max
Cc1cc(C(=O)NCCCN(C)C)c2ccccc2n1	?	·
O=C(CCC1COc2ccccc2O1)Nc1cccnc1 (stereo not drawn)	?	·
CN(CC(=O)Nc1ccccc1Cl)C(=O)CSC(=S)N1CCCC1	?	·
Cc1csc(CNC(=O)C2CCC(=O)N(CCCc3ccccc3)C2)n1 (stereo not drawn)	-4%	·
O=C(CCn1cccc1)NCc1ccccc1	4%	1
CCc1ccc(C(=O)NNC(=O)C2CC(=O)N(c3ccc4c(c3)OCCO4)C2)cc1 (stereo not drawn)	?	·
CCOc1ccccc1CN1CCN(Cc2cccc3nonc23)CC1CCO (stereo not drawn)	-3%	16
Cc1cc(=O)oc2c(C)c(OCC(=O)N3CCC(C(=O)O)CC3)ccc12	?	·
O=C(COc1cc(O)c2c(=O)c3ccccc3oc2c1)OCc1ccccc1	-10%	-3
O=C(COc1ccccc1)Nc1cc(S(=O)(=O)N2CCOCC2)ccc1N1CCCC1	?	·
Cc1ccc(OCC(=O)N2N=C(c3ccc(Cl)cc3)CC2c2ccco2)c([N+](=O)[O-])n1 (stereo not drawn)	?	·
COC(=O)Cn1c2ccccc2c2nc3ccccc3nc21	?	·
CC1(C)CC(=O)C/C(=N/Nc2nc3ccccc3s2)C1	?	·
COc1ccc(C2=NOC(Cn3nc(-c4ccccc4)cc3C(=O)O)C2)cc1 (stereo not drawn)	?	·
COc1cc(OC)cc(C(=O)NC(C(=O)O)C23CC4CC(CC(C4)C2)C3)c1 (stereo not drawn)	?	·
CC(=O)c1ccc(OCc2cc(C(=O)N(C)Cc3cc(C)no3)no2)cc1	i	-3
O=C(c1nn(Cc2ccccc2)c(=O)c2ccccc12)N1CCN(C/C=C/c2ccccc2)CC1	-7%	-15

By substructure: the entries above with two or more sulfur atoms
SMILES	S3 lipid droplet	S3 lipid droplet cell count max
CS(=O)(=O)Oc1ccc(/C=C2\C(=N)N3N=C(CC(=O)N4CCOCC4)SC3=NC2=O)cc1Cl	i	6
O=C(COc1cccc2ccccc12)N/N=C/c1ccc(Sc2nc3ccccc3s2)o1	?	·
Cc1c(C(=O)Nc2nccs2)sc2nc(-c3cccs3)cc(C(F)(F)F)c12	?	·
CCc1ccc(-n2c(=S)sc3c(=O)n(-c4ccccc4C)c(SCC(=O)O)nc32)cc1	?	·
Cc1ccc(S(=O)(=O)N2CCN=C2SCc2ccccc2)cc1	?	·
Nc1nnc(SCC(=O)NCCNC(=O)CSc2nnc(N)s2)s1	-2%	8
CN(C)S(=O)(=O)N1CCN(S(=O)(=O)c2ccccc2)CC1	-16%	3
COc1ccccc1-n1c(SCC(=O)N(C)C2CCS(=O)(=O)C2)nc2ccccc2c1=O (stereo not drawn)	?	·
C/C(=N\NC(=O)c1cccc(S(=O)(=O)N2CCCC2)c1)c1cccs1	?	·
CC(C)CCNc1nc2ccccc2nc1NS(=O)(=O)c1cccs1	21%	21
Cc1ccc(C)c(C(=O)CSc2nnc(C)s2)c1	i	·
CC(C)(C)c1ccc(C(=O)N2CCN(S(=O)(=O)c3ccc(Br)s3)CC2)cc1	?	·
CN(CC(=O)Nc1ccccc1Cl)C(=O)CSC(=S)N1CCCC1	?	·

Not all compounds are listed; count on the stated rates, not on these rows.
